CHRM1 agonist: activates human CHRM1 receptor. actives 0.33% (n = 360,000). activation, % at 3 µM. AID 588814. CHO-K1 hM1, Fluo-8 calcium fluorescence, agonist mode; 0% DMSO, 100% acetylcholine EC100. P11229;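 active = activation above the run's mean compound activation plus 3 SD, cut at about 16% in these data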;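 also: peak over basal fluorescence ratio within a 140 s kinetic read after compound addition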
Target sequence (P11229 whole entry, looked up): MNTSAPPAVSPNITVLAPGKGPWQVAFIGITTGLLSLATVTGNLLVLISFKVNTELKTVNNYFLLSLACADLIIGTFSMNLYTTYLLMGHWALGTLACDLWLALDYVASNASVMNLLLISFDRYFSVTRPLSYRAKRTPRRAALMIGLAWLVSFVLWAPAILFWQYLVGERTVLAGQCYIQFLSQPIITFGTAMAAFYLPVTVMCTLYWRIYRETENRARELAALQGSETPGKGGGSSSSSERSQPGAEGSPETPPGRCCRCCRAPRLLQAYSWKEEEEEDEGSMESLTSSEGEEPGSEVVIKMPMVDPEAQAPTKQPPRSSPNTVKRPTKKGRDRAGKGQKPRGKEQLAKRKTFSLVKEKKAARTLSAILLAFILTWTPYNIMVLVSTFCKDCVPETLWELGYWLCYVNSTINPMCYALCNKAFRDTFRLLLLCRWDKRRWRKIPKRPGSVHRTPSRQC
TAAR1 antagonist: antagonists of human TAAR1. CHO RD-HGA16 TAAR1, Fluo-8 calcium fluorescence, antagonist. actives 1.5% (n = 360,000). AID 624466. Q96RJ0. inhibition, % at 3 µM;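 active = inhibition above a per-plate cutoff, the mean inhibition of test compounds on that plate plus 3 SD, cut at about 49% in these data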;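 also: 0% = DMSO plus EC80 beta-PEA response and 100% = DMSO alone without agonist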
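Test system – hTAAR1-expressing CHO RD-HGA16 cells, Gα16-coupled · Reagent – β-PEA at EC80 concentration, post-compound challenge · Compound dosing – 3 µM, single point · Timing – 140 s kinetic read after compound, 140 s after agonist · Detection – Fluo-8 intracellular calcium dye fluorescence, real-time kinetic reads · Control set – DMSO and EC80 PEA controls · Repeats – n of 1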
TAAR1 agonist: agonists of human TAAR1; Q96RJ0; CHO RD-HGA16 TAAR1, Fluo-8 calcium fluorescence; vehicle wells 0%, saturating PEA agonist 100%; activation, % at 3 µM; actives 0.99% (n = 360,000);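 active = activation above the mean activation of all test compounds in the run plus 3 SD, cut at about 38% in these data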
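Assay system: CHO-derived RD-HGA16 cells with stable Gα16 and human TAAR1; timing: 17-24 h seeding, 75 min 37 °C dye, 30 min RT; read-out: % activation from peak over basal fluorescence ratio, DMSO-to-PEA scaled; measured by: kinetic Fluo-8 calcium fluorescence; benchmarks: low control DMSO, high control PEA (EC100); doses: 3 µM single concentration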
CHO parental Ca: counter-screen: ATP calcium response change in parental CHO cells | parental CHO-K1, ATP-induced calcium, Fluo-8 fluorescence | inhibition, % at 5.6 µM | actives 0.63% (n = 330,000) | AID 463079;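 active = inhibition above that plate's mean sample inhibition plus 3 SD, cut at about 26% in these data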;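 also: 0% = ATP-challenged DMSO wells and 100% = DMSO wells without ATP; some compounds past the cut are filed as inactive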
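Material: Parental CHO cells | Reagent: ATP | Compound dosing: Single nominal dose of 5.6 µM per compound | Detection: Intracellular calcium via Fluo-8 no-wash fluorescent dye | Read-out: % inhibition of ATP-induced calcium mobilization | Benchmarks: Low control ATP plus DMSO, high control DMSO only | Replicates: Singlicate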
CHO-K1 Ca PAM: nonselective activator or artifact in parental CHO-K1 calcium assay; AID 602247; actives 0.02% (n = 360,000); ATP EC20, Fluo-8 calcium fluorescence; 0% at ATP EC20, 100% at ATP max; activation, % at 3 µM;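 active = activation above the run cutoff, the mean activation of all test compounds plus 3 SD, cut at about 40% in these data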;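 also: peak over basal fluorescence ratio in a 140 s read after ATP addition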
CHO-K1 Ca antag: M1 antagonist counterscreen hit in parental CHO-K1 cells; actives 0.6% (n = 360,000); inhibition, % at 3 µM; ATP-induced calcium, Fluo-8 fluorescence;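 active = inhibition above a per-plate cutoff, the plate's mean sample inhibition plus 3 SD, cut at about 24% in these data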;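 also: 0% = DMSO plus EC80 ATP and 100% = DMSO alone without ATP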
CHO-K1 Ca ag: nonselective activator or artifact in parental CHO-K1 cells; actives 0.48% (n = 360,000); Fluo-8 calcium fluorescence; scaled to maximal ATP response, vehicle zero; activation, % at 3 µM; in the data active = activation above about 15%;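 also: untransfected CHO-K1 host cells lacking M1 receptor as counterscreen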
OXTR potentiator: human OXTR potentiation; activation, % at 3 µM; actives 0.061% (n = 320,000); CHO-OTR cells, Fluo-8 calcium fluorescence, potentiator mode; 0% = oxytocin EC15, 100% = EC100;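 active = activation above that plate's cutoff, the mean activation of tested compounds plus 3 SD, cut at about 6.6% in these data, passing the limit was not always enough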;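 also: 100% uses oxytocin at 75 nM as the full agonist control; some results filed as inactive read as strong as hits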
Target sequence (P30559 whole entry, looked up): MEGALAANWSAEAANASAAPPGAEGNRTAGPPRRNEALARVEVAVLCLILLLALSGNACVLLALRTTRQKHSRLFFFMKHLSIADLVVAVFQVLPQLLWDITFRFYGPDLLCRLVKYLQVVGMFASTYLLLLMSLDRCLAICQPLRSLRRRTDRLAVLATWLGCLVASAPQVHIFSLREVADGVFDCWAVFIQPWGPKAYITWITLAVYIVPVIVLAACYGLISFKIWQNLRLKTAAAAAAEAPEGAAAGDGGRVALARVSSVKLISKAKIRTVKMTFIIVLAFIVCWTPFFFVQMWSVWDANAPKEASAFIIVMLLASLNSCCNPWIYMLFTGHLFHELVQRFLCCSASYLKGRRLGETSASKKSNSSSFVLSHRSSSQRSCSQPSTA
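System: human OTR in CHO cells; Also added: sub-maximal oxytocin, roughly EC15; Timing: compound 6 min at room temperature before oxytocin, 100 s read; Technique: Fluo-8 intracellular calcium fluorescence, ex 470-495, em 515-575 nm; Controls: oxytocin EC15 low and EC100 high; Replication: singlicate.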
M1 antag: antagonists of human M1 muscarinic receptor; P11229; CHO-K1 hM1, Fluo-8 calcium fluorescence, ACh EC80 antagonist; inhibition, % at 3 µM; actives 1.3% (n = 360,000); AID 588852;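 active = percent inhibition above its own plate's cutoff, namely the mean of that plate's compound wells plus 3 SD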;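 also: peak over basal fluorescence ratio during 140 s after agonist addition; 0% = ACh EC80 plus DMSO and 100% = DMSO alone without agonist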
The depositor's hits bear a star; / = no result given; & = joins results of further samples. Compounds were not picked by outcome, and some 4.2% of all compounds hit somewhere here.

SMILES	CHRM1 agonist	TAAR1 antagonist	TAAR1 agonist	CHO parental Ca	CHO-K1 Ca PAM	CHO-K1 Ca antag	CHO-K1 Ca ag	OXTR potentiator	M1 antag
O=C(CNC(=O)c1ccco1)NCc1ccc2c(c1)OCO2	-4	2	1	2	16	-14	0.8	-2	-8
CCc1ccc(S(=O)(=O)Nc2cccc(-c3ccc4nnc(C)n4n3)c2)s1	-6	4	4	-13	13	-6	1.4	-5	-7
O=C(NCc1cccnc1)C1c2ccccc2C(=O)N1C1CCCCCC1 (configuration not stated)	-7	-20	10	-4	16	-12	1.0	-3	-7
COc1ccccc1C(=O)Nc1nnc(-c2ccccc2)s1	0	3	0	-22	-20	10	0.7	-16	-5
CC1(C)C2CCC1(CS(=O)(=O)N1CCCc3ccccc31)C(=O)C2 (configuration not stated)	-1	0	3	-16	11	-12	0.2	-12	-16
Brc1cccc(-c2nc3c4ccccc4ccn3c2Cc2ccsc2)c1	-4	-19	2	/	4	-16	0.1	/	-25
C[C@]12c3[nH]c4cc(-c5ccco5)ccc4c3CCN1C(=O)[C@@H](CC(=O)NCC13CC4CC(CC(C4)C1)C3)C[C@@H]2C(=O)N1CCOCC1	-7	-1	-1	-24	16	-4	0.3	/	-10
Cc1cccc(NC(=O)Nc2cc(C)cc(C)n2)c1	-9	-6	-1	7	24	-10	1.1	-11	-15
CCCCOP(=O)(c1ccc(N(C)C)cc1)C(O)c1ccccc1F (configuration not stated)	-4	-17	13	-11	8	-12	0.5	-5	-9
O=C(c1cn(-c2ccccc2)nc1-c1ccncc1)N1CCCCC1	-5	-11	4	-15	24	-5	0.6	-3	0
COCCOC(=O)c1[nH]c2c(c1C)C(=O)CC(c1cc(OC)ccc1OC)C2 (configuration not stated)	-4	-3	2	-15	4	9	-0.3	0	-14
O=C(NCc1ccccn1)c1cc(S(=O)(=O)N2CCN(c3ccccc3)CC2)ccc1Cl	0	0	19	-14	12	-5	1.3	-3	-8
CC(C)[C@@H](N)C(=O)N/N=C/c1ccc2ncccc2c1	-1	-14	11	-13	-10	-3	0.3	-2	1
COC(=O)c1cccc(NC(=O)c2cnoc2C)c1	-4	5	2	-3	-7	18	-0.2	2	3
O=C(N/N=C/c1ccc([N+](=O)[O-])o1)c1sc2ccccc2c1Cl	-4	-33	-1	1	19	-14	0.4	-9	-7
COc1ccc(/C=C(\NC(=O)c2ccc(OC)c(OC)c2)C(=O)N2CCN(C)CC2)cc1	-10	1	0	11	-5	-14	0.8	-7	-16
Cc1ccc(NC(=O)c2ccccc2N(C)S(C)(=O)=O)cc1C	-5	15	7	-5	-1	3	0.2	2	-5
CCN(CC)Cc1c(O)ccc2c(=O)c(-c3ccccc3OC)coc12	-3	-27	2	-3	7	-11	0.5	-6	-19
COCCn1c(SCC(=O)NCCCN2CCCC2=O)nc2sc3c(c2c1=O)CCCC3	-8	0	4	/	8	-2	-0.2	/	-5
N#CC(c1ccccn1)(c1ncc(C(F)(F)F)cc1Cl)N1CCOCC1 (configuration not stated)	-5	13	3	6	-3	-12	0.2	-6	-5
COCn1c(-c2ccc(OC)cc2)nc2ccccc21	-4	14	2	-24	16	-1	0.3	-7	0
CCOc1ccccc1NC(=O)Cn1c(=O)oc2cc(Cl)ccc21	-4	1	-1	-2	1	-15	5.3	-17	-5
COc1ccc(NC2c3ncccc3C(=O)N2Cc2cccs2)cc1 (configuration not stated)	-9	16	3	-4	7	3	0.1	-3	-5
Cc1ccc(-n2nc3ccc(NC(=O)c4cccc([N+](=O)[O-])c4C)cc3n2)cc1	-1	20	5	-10	28	-8	2.0	-6	-12
NC(=O)CSc1nnc(-c2cc(-c3ccc(Cl)cc3)nc3ccccc23)o1	-7	15	4	-14	-1	-10	0.3	-2	5

More compounds follow:
SMILES	CHRM1 agonist	TAAR1 antagonist	TAAR1 agonist	CHO parental Ca	CHO-K1 Ca PAM	CHO-K1 Ca antag	CHO-K1 Ca ag	OXTR potentiator	M1 antag
CCc1nc2ccccc2n1Cc1ccc(OC)c(OC)c1	-1	-23	8	-15	10	-4	0.6	-7	-26
O=C(CNC(c1ccccc1)c1ccccc1)Nc1ccccc1Br	-4	7	9	-34	17	-23	0.7	-12	-18
CCSc1nnc(CNc2ccc(F)cc2)n1CC1CCCO1 (configuration not stated)	-3	11	13	-16	14	-8	0.4	-6	-7
O=C1C2C3C=CC(C4CC34)C2C(=O)N1c1nccs1 (configuration not stated)	-14	-5	3	-6	30	-15	0.9	-4	12
CCN1CCN(C(=S)Nc2cccc(Cl)c2)CC1	-5	-13	9	7	5	8	-0.2	-11	5
CC(C)c1ccc(-c2c(C#N)c(N)nc3c2CCCCC3)cc1	-5	27	2	-16	8	-5	0.1	-5	-4
COc1ccc(NC(=O)C[C@H]2C(=O)N(Cc3ccccc3)C[C@@H]2CSC)cc1	-2	-3	3	/	-12	11	0.3	/	12
O=C1CCC(C(=O)N2CCN(c3cnccn3)CC2)CN1CCc1ccc(Cl)cc1 (configuration not stated)	-4	-5	4	/	6	-3	0.4	/	7
Cc1cccc(NC(=S)NNC(=O)CCn2nc(C)c([N+](=O)[O-])c2C)c1	-3	0	11	-3	-1	3	0.0	1	8
CCCCNc1c(-c2ccc(OC)c(SC(C)CC)c2)nc2ccc(C)cn12 (configuration not stated)	-6	91*	19&7	94*	-17&-3	-2&6	3.4&6.7	-6	37*
Cc1cc2c(cc1C)CSC(c1ccccc1O)SC2	-4	66*	28	59*	2	3	0.6	-4	11
CN(C)CCNc1ncnc2c1sc1nc(N3CCCC3)c3c(c12)CC(C)(C)OC3	-8	-15	0	-10	10	-8	-0.6	6	-3
O=C(C[n+]1cc(-c2ccc(Cl)cc2)n2c1CCCCC2)c1ccccc1	-8	-25	4	-11	-15	0	0.0	-5	14
COc1ccc(N2CCN(c3ncnc4nc[nH]c34)CC2)cc1	0	-1	2	0	18	2	3.0	-9	-3
CCOc1ccc(C2OCCC(C)O2)cc1OC (configuration not stated)	0	-4	1	/	8	-13	1.0	/	-23
COc1ccc(C(=O)c2[nH]c(N)c(C(=O)NCCc3c[nH]c4ccccc34)c2-c2ccccc2Br)cc1	/	4	4	/	15	-1	6.4	/	/
O=C(Nc1sc2c(c1C(=O)N1CCOCC1)CCCCC2)c1cccnc1	-1	8	2	-17	-6	2	-0.1	-7	-5
CCCCc1nnc(SCC(=O)NC2CCCCC2)n1C	-6	-8	1	-5	6	-5	0.3	2	-5
NS(=O)(=O)c1ccc(CCNC(=O)CCCn2c(SCC(=O)N3CCCC3)nc3ccsc3c2=O)cc1	-6	7	3	4	6	-14	1.3	-2	-14
Cc1ccc(-n2cc(CNC(C)c3cnn(C)c3C)c(-c3ccc(F)cc3)n2)cc1 (configuration not stated)	-1	-15	8	-7	-3	-11	2.0	-1	-2
COc1cccc(NC(=S)N(CCN(C)C)C(C)c2ccncc2)c1 (configuration not stated)	-3	-10	5	-2	17	-13	0.1	0	-20
O=C(COc1ccccc1Cl)NCc1nc(-c2ccccc2)no1	-5	-20	0	-2	-10	-2	1.3	0	1
Cc1cc(/C=C2\C(=N)N3N=C(CC(=O)N4CCOCC4)SC3=NC2=O)c(C)n1Cc1ccccc1	-2	-14	0	-9	12	-12	0.0	4	-11
COc1ccc(NC(=O)c2cnc(SC)nc2C)c(OC)c1	-1	-2	5	-13	-1	-18	0.8	-3	-18
CCc1ccc(C(O)c2ncc(-c3cccc(C)c3)[nH]2)cc1 (configuration not stated)	-1	6	4	/	11	-8	2.8	/	3
C[C@H](NC(=O)c1nc[nH]c1C(=O)NCCCCCN)C(=O)OCc1ccccc1	-3	11	0	8	11	-6	1.5	-8	-5
O=C(O)c1ccc(-c2ccccc2C(F)(F)F)o1	-5	-12	16	9	-5	-4	-0.1	1	13
Cc1cc(C)n2nc(SC(C)C(=O)Nc3ccccc3F)nc2n1 (configuration not stated)	1	-6	3	-26	15	-15	1.7	3	-14
CCOC(=O)c1c(NC(=S)N2CCOCC2)sc2c1CCN(C(=O)OCC)C2	-3	-27	1	-28	9	-19	0.4	0	-10
Cc1c(/C=N/NC(N)=O)c2ccccn2c1C(=O)c1ccc(F)cc1	-4	9	13	-23	2	0	0.6	1	10

By substructure: the entries above containing an aryl thioether with sulfur outside any ring.
SMILES	CHRM1 agonist	TAAR1 antagonist	TAAR1 agonist	CHO parental Ca	CHO-K1 Ca PAM	CHO-K1 Ca antag	CHO-K1 Ca ag	OXTR potentiator	M1 antag
COCCn1c(SCC(=O)NCCCN2CCCC2=O)nc2sc3c(c2c1=O)CCCC3	-8	0	4	/	8	-2	-0.2	/	-5
NC(=O)CSc1nnc(-c2cc(-c3ccc(Cl)cc3)nc3ccccc23)o1	-7	15	4	-14	-1	-10	0.3	-2	5
CCSc1nnc(CNc2ccc(F)cc2)n1CC1CCCO1 (configuration not stated)	-3	11	13	-16	14	-8	0.4	-6	-7
CCCCNc1c(-c2ccc(OC)c(SC(C)CC)c2)nc2ccc(C)cn12 (configuration not stated)	-6	91*	19&7	94*	-17&-3	-2&6	3.4&6.7	-6	37*
CCCCc1nnc(SCC(=O)NC2CCCCC2)n1C	-6	-8	1	-5	6	-5	0.3	2	-5
NS(=O)(=O)c1ccc(CCNC(=O)CCCn2c(SCC(=O)N3CCCC3)nc3ccsc3c2=O)cc1	-6	7	3	4	6	-14	1.3	-2	-14
COc1ccc(NC(=O)c2cnc(SC)nc2C)c(OC)c1	-1	-2	5	-13	-1	-18	0.8	-3	-18
Cc1cc(C)n2nc(SC(C)C(=O)Nc3ccccc3F)nc2n1 (configuration not stated)	1	-6	3	-26	15	-15	1.7	3	-14

2 entries from above, as labelled records.
SMILES: O=C(N/N=C/c1ccc([N+](=O)[O-])o1)c1sc2ccccc2c1Cl
  CHRM1 agonist = -4; TAAR1 antagonist = -33; TAAR1 agonist = -1; CHO parental Ca = 1; CHO-K1 Ca PAM = 19; CHO-K1 Ca antag = -14; CHO-K1 Ca ag = 0.4; OXTR potentiator = -9; M1 antag = -7

SMILES: COc1cccc(NC(=S)N(CCN(C)C)C(C)c2ccncc2)c1 (configuration not stated)
  CHRM1 agonist = -3; TAAR1 antagonist = -10; TAAR1 agonist = 5; CHO parental Ca = -2; CHO-K1 Ca PAM = 17; CHO-K1 Ca antag = -13; CHO-K1 Ca ag = 0.1; OXTR potentiator = 0; M1 antag = -20
